DRD3 agonist: agonists of human D3 dopamine receptor | P35462 | D3R DiscoveRx beta-arrestin cells, luminescence, 90 min | max activation, % | hit rate 0.58% among 410,000 | AID 652048; in the data active = max activation above about 30%; also: 0% is about no effect; mostly tested at two doses, the higher about 12 µM
Target sequence (P35462 whole entry, looked up): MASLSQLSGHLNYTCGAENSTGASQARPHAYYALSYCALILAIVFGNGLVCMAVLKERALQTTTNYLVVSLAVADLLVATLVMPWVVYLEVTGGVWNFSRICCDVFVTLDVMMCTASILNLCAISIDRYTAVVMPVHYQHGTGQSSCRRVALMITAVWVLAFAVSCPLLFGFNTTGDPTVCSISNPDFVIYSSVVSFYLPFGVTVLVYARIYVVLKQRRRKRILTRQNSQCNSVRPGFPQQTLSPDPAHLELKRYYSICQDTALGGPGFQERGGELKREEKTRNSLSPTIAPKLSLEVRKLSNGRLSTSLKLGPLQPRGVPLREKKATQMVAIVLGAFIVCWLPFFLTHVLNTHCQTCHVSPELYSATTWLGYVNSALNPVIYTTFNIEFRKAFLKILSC
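Agonist-mode cell screen: cells plated at 1500/well and incubated overnight at 37 °C, then exposed to library compounds for 90 min at 37 °C. Detection reagent was added for 30–60 min at room temperature, and luminescence was read.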
HT1080 IDH1KD tx: HT-1080 IDH1 knockdown cell toxicity (counter line); HT-1080 IDH1 knockdown viability, ATP luminescence, 48 h; hit rate 2% among 360,000; AID 686971; Potency, µM (series often up to 46.1 µM), inactives show at the top dose activity, negative = toxicity, usual class: cytotoxic;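 also: potency is read from the fitted curve at half-maximal effect; 0% = DMSO wells and -100% = cell-free medium wells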
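After a 2 h attachment period, IDH1KD HT-1080 cells took pin-transferred compound for 48 h at 37 °C; ATP-based luminescence after 10 min room-temperature reagent incubation reported viability.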
KB-V1 MDR tox: KB-V1 MDR subline cytotoxicity; AID 1347076; Potency, µM (highest dose often 46.1 µM), for inactives: top-dose activity change, negative = cytotoxicity, actives largely listed as cytotoxic; hit rate 3.4% among 400,000; KB-V1 MDR cells viability, CellTiter-Glo, 72 h; also: potency is read from the fitted curve at half-maximal effect; % is scaled to controls: 0 for no effect and ±100 for the full control effect; nearly all actives have a fitted effect of over 60% in size
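KB-V1 MDR subline cells in DMEM (phenol-red free, 10% FBS) exposed to compounds in qHTS concentration series for 72 h at 37 degrees C. Viability read by CellTiter-Glo luminescence; concentration-effect curves fitted after normalization and correction.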
GLP1R ag: activates the human GLP-1 receptor; HEK293 GLP-1R CRE-luciferase, luminescence, 4-6 h; cells express a hypersensitive GLP-1R form; Potency, µM (highest dose often 45.6 µM), for the others: at the top dose activation, usual class: activators; hit rate 0.007% among 380,000; P43220; also: potency is read from the fitted curve at half-maximal effect; % of control where 0% means no effect
Target sequence (P43220 whole entry, looked up): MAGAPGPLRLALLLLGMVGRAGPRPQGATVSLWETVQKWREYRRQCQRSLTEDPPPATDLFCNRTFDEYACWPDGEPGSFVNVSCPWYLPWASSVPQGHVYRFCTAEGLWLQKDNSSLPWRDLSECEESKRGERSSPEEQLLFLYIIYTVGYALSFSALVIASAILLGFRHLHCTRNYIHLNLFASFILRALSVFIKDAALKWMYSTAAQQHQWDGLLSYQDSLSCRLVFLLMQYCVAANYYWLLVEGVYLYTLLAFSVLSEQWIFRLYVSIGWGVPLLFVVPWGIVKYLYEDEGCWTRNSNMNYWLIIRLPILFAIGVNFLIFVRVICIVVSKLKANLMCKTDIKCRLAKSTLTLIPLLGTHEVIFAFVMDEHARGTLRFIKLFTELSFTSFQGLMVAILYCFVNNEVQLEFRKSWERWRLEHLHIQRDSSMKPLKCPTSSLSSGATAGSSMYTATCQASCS
KB-3-1 tox: kills parental KB-3-1 adenocarcinoma cells. KB-3-1 viability, CellTiter-Glo ATP luminescence, 72 h. Potency, µM (top dose mostly 46.1 µM), for the others: at the highest dose activity change, negative = cytotoxic, actives largely listed as cytotoxic. hit rate 1.4% among 400,000; also: potency is read from the fitted curve at half-maximal effect; % is scaled to controls: 0 for no effect and ±100 for the full control effect; nearly all actives have a fitted effect of over 60% in size
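KB-3-1 parental drug-naive adenocarcinoma cells in DMEM/10% FBS, incubated 72 h at 37 C with pin-transferred compounds across a concentration series. Viability by CellTiter-Glo luminescence; concentration-response curves fitted after normalization.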
IL-1B inflam inh: inhibitors of inflammasome signaling (IL-1 beta secretion) | THP-1 LPS/ATP IL-1B secretion, AlphaLISA, 16 h; stronger effect = lower value | activity change, % at 57.5 µM | hit rate 4.7% among 360,000; in the data active = activity change below about -50%; inconclusive = mostly about -30% to -49%; also: % is scaled to controls: 0 for no effect and ±100 for the full control effect
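Secreted IL-1B measured by AlphaLISA bead assay after 16 h compound exposure of THP-1 cells; compounds (final up to 57.5 uM) added 1 h before LPS (250 ng/mL) and ATP (1.25 mM) stimulation; lower signal means less secretion.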
HT1080-NT tox: kills 2HG-producing HT-1080-NT fibrosarcoma cells; HT-1080-NT fibrosarcoma viability, CellTiter-Glo ATP luminescence, 48 h; Potency, µM (titrated, usually from 46.1 µM), for inactives: at the highest dose activity, negative = less viability, hits mostly cytotoxic; hit rate 1.6% among 360,000;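 also: NT is the 2HG producing partner of a matched IDH1 knockdown line; potency is read from the fitted curve at half-maximal effect; 0% = DMSO-treated cells and -100% = media-only wells without cells; nearly all actives have a fitted effect of over 55% in size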
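HT-1080-NT fibrosarcoma cells (2HG-overproducing), 750 cells/well in RPMI with 5% FBS, dosed after 2 h and incubated 48 h at 37C. CellTiter-Glo luminescence normalized to DMSO and no-cell wells; concentration-response curves fitted and classed.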
SW480 rereplic: DNA re-replication induction in SW480 cells; hit rate 1.8% among 340,000; AID 624297; Potency, µM (doses to about 46.1 µM), for inactives: top-dose re-replication activation, actives largely listed as activators; SW480 DNA re-replication, Hoechst DNA content imaging, 48 h; also: potency is read from the fitted curve at half-maximal effect; % of control where 0% means no effect; nearly all actives have a fitted effect of over 55% in size
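First, 250 cells per well were seeded. Next, compound or vehicle (23 nL) was pinned in, plates sat 48 hr at 37 C. Finally Hoechst was added for 40 min before fluorescence scanning.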
D3 antag: antagonists of human D3 dopamine receptor. P35462. D3R cells, DiscoveRx beta-arrestin luminescence, antagonist mode; stronger effect = lower value. max response, negative = inhibition, %. hit rate 2.5% among 360,000. AID 652054; in the data active = max response below about -50%; inconclusive = no clear call, values can overlap the other calls; also: % is scaled to controls: 0 for no effect and ±100 for the full control effect; mostly tested at two doses, the higher about 12 µM
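Cells plated overnight at 1500 cells/well, then exposed to library compounds with dopamine controls for 90 minutes at 37 degrees C. DiscoveRx reagent added for 30–60 minutes at room temperature; luminescence read, quantitative HTS format.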
The depositor's hits bear a star; ? = inconclusive; . = not tested or not shown; & = joins results of further samples; [ ] = remark or other dose. Unless noted, calls follow the shape of the dose curve; as a rule, active = well fitted curve in the direction sought with a large enough effect; inconclusive = small, poorly fitted or top-dose-only effect, or another doubt; inactive = no such curve, though single readings can be large; an effect the other way counts as inactive or inconclusive.

SMILES | DRD3 agonist | HT1080 IDH1KD tx | KB-V1 MDR tox | GLP1R ag | KB-3-1 tox | IL-1B inflam inh | HT1080-NT tox | SW480 rereplic | D3 antag
COc1cccc(-n2c(Cc3cc(=O)[nH]c(=O)[nH]3)nnc2SCC(=O)N2CCC(C)CC2)c1 | 3.6 | 6.4% | 0.0% | -5.8% | -11.4% | 8.3 | 6.5% | -5.9% | -27.0
COc1ccc(NS(=O)(=O)c2ccc3c(c2)[C@H]2C=CC[C@H]2[C@@H](c2ccc(C(=O)O)cc2)N3)cc1 | -10.2&14.4 | -0.5% | ? | -1.4% | 4.6% | 3.0 | -0.1% | -6.5% | 12.7
O=C(O)CCc1nnc2n(Cc3ccc(F)cc3)c(=O)c3ccccc3n12 | 1.6 | -3.0% | ? | -1.4% | ? | -15.0 | -1.8% | -1.9% | 2.9
COc1cccc(/C=C/C(=O)c2ccc3c(c2)OCCO3)c1OC | -9.5 | ? | -18.5% | 17.9% | -28.1% | -99.3* | ? | ? | 0.0
Cc1oc2c(c1C(=O)NC(Cc1c[nH]c3ccccc13)C(=O)O)CCCC2 (stereo not drawn) | 1.1 | 2.1% | 3.9% | -7.5% | 8.6% | 53.9 | 3.4% | -1.7% | -20.8
Cc1cccc(C(=O)N[C@H](C(=O)Nc2ccc(S(=O)(=O)NC3=NCCCCC3)cc2)C(C)C)c1 | 6.3 | 4.8% | 4.3% | 5.1% | 16.3% | -3.3 | -1.7% | 0.6% | 15.1
Cc1cc2occ(CC(=O)NNC(=O)c3ccccc3F)c2cc1C | -2.7 | -2.4% | -5.9% | -4.2% | -3.3% | 18.6 | -6.6% | 7.3% | 11.2
COc1cc(CNCc2ccccn2)ccc1OCc1ccc(Cl)cc1Cl | -11.3 | 20.6µM* | ? | 4.3% | ? | -53.4* | 23.1µM* | ? | -67.2*
Cn1cncc1C#Cc1ccc(N2C(c3ccsc3)=Cc3ccc(F)cc3C2c2c[nH]c3ccccc23)cc1 (stereo not drawn) | 6.0 | ? | -7.8% | -1.7% | ? | 3.8 | ? | . | 38.3
COc1ccc(OCc2nnc(SCC(=O)NC3CC3)n2C)cc1 | -4.0 | -0.7% | 15.7% | 9.0% | 6.9% | -7.3 | 1.6% | 2.8% | -2.1
CCC(=O)N1CCc2cc(Br)cc(S(=O)(=O)NCc3ccco3)c21 | -4.9 | -0.9% | -16.2% | 4.5% | -1.5% | -1.8 | -0.8% | 9.7% | 0.0
O=C(NC(=S)Nc1ccccc1C(=O)O)c1ccc(-c2ccc(Br)cc2)o1 | 13.6 | -25.7% | -19.1% | -2.7% | -11.4% | 8.9 | -29.0% | -14.5% | 91.4
CCOc1ccccc1N1CCN(S(=O)(=O)c2ccc(F)c(F)c2)CC1 | -1.6 | -1.9% | 0.0% | -0.5% | -17.8% | -12.7 | -3.0% | -7.7% | -0.5
O=C(Nc1ccc(NC(=O)C2CC2)nc1)c1cccc(F)c1 | -0.6 | 9.4% | 9.6% | 0.4% | -3.3% | -4.4 | 11.7% | -1.7% | -10.3
Cc1cccc(NC(=O)CN(C)C(=O)/C=C/c2ccccc2)c1C | -7.2 | 0.4% | 0.0% | 8.5% | 0.0% | -16.5 | -2.9% | -1.6% | -23.8
Cc1cccc(NCc2ccccc2)c1 | 1.2 | 6.6% | 6.8% | -0.3% | 19.4% | -2.7 | 2.4% | -2.7% | -0.4
COc1cccc(C=NCC(C)N=Cc2cccc(OC)c2O)c1O (stereo not drawn) | -10.2 | -3.3% | -0.8% | 3.5% | 13.5% | 1.6 | 1.0% | -2.2% | -102.9*
Cc1csc(NC(=O)C2CC(=O)N(Cc3ccco3)C2)n1 (stereo not drawn) | 8.8 | 2.8% | 3.1% | -9.8% | 3.0% | 22.6 | 8.6% | 1.0% | 4.2
NS(=O)(=O)c1cccc(NC(=O)CCCC2CCCCC2)c1 | -3.2 | -20.2% | 0.0% | 14.8% | -1.7% | 19.8 | -0.8% | -1.5% | 3.2
CO/N=C/NC(=O)Cc1cn(-c2ncc(C(F)(F)F)cc2Cl)c2ccccc12 | 0.8 | ? | 13µM* | 14.5% | ? | -24.0 | -29.5% | 2.3% | -29.2
COCCNC(=O)Cn1c(=O)n(-c2ccc(C)c(C)c2)c(=O)c2c3c(sc21)CCCCC3 | 10.2 | . | -13.3% | 0.2% | 10.1% | . | . | . | .
CC1CCCCC1NC(=O)C(C)N1C(=O)c2ccccc2C1=O (stereo not drawn) | -14.2 | 3.7% | 22.2% | -6.5% | -0.8% | 2.3 | -9.8%[9.24 µM] | ? | 2.7
O=C(CSc1nnc(CNC(=O)c2cccs2)o1)Nc1cccc(C(F)(F)F)c1 | 1.5 | 4.4% | 1.7% | 0.5% | -5.6% | 27.8 | 6.6% | -7.1% | 14.0
CCNC(=S)N(CCc1c(C)[nH]c2ccc(C)cc12)Cc1ccco1 | -5.4 | -7.7% | 0.9% | 3.8% | -17.7% | -18.5 | -8.9% | 8.4% | ?
NS(=O)(=O)c1ccc(CCNC(=O)c2ccc(Cl)cc2[N+](=O)[O-])cc1 | 6.6 | -1.3% | 13.0% | 8.2% | -5.7% | 24.6 | -2.6% | -3.2% | 6.1

In the list so far, these contain bromine.
SMILES | DRD3 agonist | HT1080 IDH1KD tx | KB-V1 MDR tox | GLP1R ag | KB-3-1 tox | IL-1B inflam inh | HT1080-NT tox | SW480 rereplic | D3 antag
CCC(=O)N1CCc2cc(Br)cc(S(=O)(=O)NCc3ccco3)c21 | -4.9 | -0.9% | -16.2% | 4.5% | -1.5% | -1.8 | -0.8% | 9.7% | 0.0
O=C(NC(=S)Nc1ccccc1C(=O)O)c1ccc(-c2ccc(Br)cc2)o1 | 13.6 | -25.7% | -19.1% | -2.7% | -11.4% | 8.9 | -29.0% | -14.5% | 91.4

Following part.
SMILES | DRD3 agonist | HT1080 IDH1KD tx | KB-V1 MDR tox | GLP1R ag | KB-3-1 tox | IL-1B inflam inh | HT1080-NT tox | SW480 rereplic | D3 antag
CCOC(=O)[C@H]1[C@H]2COc3ccc(OC)cc3[C@@H]2N2C(=O)c3ccc(C)cc3NC(=O)[C@@]12C | -0.8 | 5.2% | ? | 5.1% | -0.1% | -9.7 | 3.2% | ? | 4.5
O=P(COc1ccccc1)(c1ccccc1)c1ccccc1 | 3.1 | 3.3% | 14.6µM* | -0.7% | -1.2% | 8.5 | -4.4% | -1.8% | 32.3
Cc1ccccc1C#CC1=CC(=O)CC(C)(C)C1 | 0.0 | -9.8% | 20.2% | 25.1% | -13.9% | -52.1* | 2.8% | . | -10.0
CCOC(=O)C1=CN(Cc2cccc(F)c2)S(=O)(=O)NC1CCc1ccccc1 (stereo not drawn) | -10.4 | ? | -0.5% | -0.7% | 0.0% | ? | ? | 52.0% | 1.6
O=S(=O)(c1ccccc1)N1CCN(CC(O)COc2ccc3c(c2)CCC3)CC1 (stereo not drawn) | 13.4 | -22.9% | ? | 0.8% | 18.7% | -14.6 | -2.5% | -3.8% | 8.8
Cn1cnc(S(=O)(=O)N2CCN(c3ccc(Cl)cc3)CC2)c1 | 3.1 | -7.2% | -7.7% | -1.4% | -13.3% | -8.7 | -4.4% | -6.0% | -13.7
O=C(CSc1nc(Nc2ccccc2)nc(N2CCOCC2)n1)Nc1ccc2c(c1)OCCO2 | 2.2 | -6.6% | -15.8% | 5.6% | -2.3% | ? | 9.1% | -2.6% | 15.4
CCCC(=O)Oc1ccc2c(C)cc(=O)oc2c1 | 3.7 | 7.5% | 11.5% | -4.5% | 15.9% | 13.1 | 19.6% | -81.5%[inhibitor] | 11.8
O=C(OCC(=O)N1CCN(C(=O)c2ccco2)CC1)c1cc(S(=O)(=O)Nc2ccc(Cl)cc2)ccc1O | 0.9 | 6.9% | -3.7% | 3.2% | 2.5% | 19.7 | 9.6% | 1.1% | -8.7
CCN(C(=O)CSc1nnc(-c2ccccc2Cl)n1C1CCCC1)C1CCS(=O)(=O)C1 (stereo not drawn) | 0.4 | 16.1% | 28.3% | -4.4% | 18.4% | -2.4 | 9.7% | 2.0% | 2.6
C[C@H]1CN([C@@H](C)CO)C(=O)CCCn2nncc2CO[C@H]1CN(C)S(=O)(=O)c1ccc(-n2cccn2)cc1 | 5.7 | 4.5% | -0.8% | 22.2% | 0.0% | 22.7 | 6.2% | . | 11.2
Cn1c(=O)n(C)c2cc(CNc3ccc(N4CCOCC4)c(C(=O)O)c3)ccc21 | -5.6 | -15.7% | -4.8% | -5.9% | -2.0% | 0.0 | -6.1% | 1.0% | 23.6
O=C(NC(C(=O)O)c1ccccc1)c1ccccc1 (stereo not drawn) | -12.4 | 11.0% | -3.9% | 0.7% | -7.3% | 9.3 | 8.0% | -18.1%[9.22 µM] | 0.0
O=C(CSCC(=O)NC1CCCC1)Nc1ccccc1 | -9.5 | 10.3% | 17.7% | -3.5% | ? | 0.0 | 15.9% | 4.6% | -28.6
C=CCOC(=O)C(=O)/C=C/c1ccc2c(c1)Cc1ccccc1-2 | -4.0 | -0.4% | 20.4% | 1.4% | 5.3% | -14.0 | -6.3% | 3.8% | ?
O=C(NC(=S)N1CCCc2ccccc21)c1ccc(Br)cc1 | -1.0 | -17.8% | 0.0% | -14.5% | -2.3% | 4.9 | -10.7% | 1.8% | 1.7
CC(=O)c1ccc(NC(=O)C(C)n2nc(-c3ccccc3)c3cc(Cl)ccc32)cc1 (stereo not drawn) | -14.2 | -27.8% | ? | -6.4% | ? | . | -23.4% | 17.9% | -14.3
Cc1ccc(-c2nnc(N3CCCCC3)c3ccccc23)cc1S(=O)(=O)N1CCN(C)CC1 | -18.0 | ? | 0.0% | 25.0% | -25.8% | -12.4 | ? | 7.6% | -83.4*
C=CCS(=O)(=O)N1CCC(CCOc2ccccc2)(C(=O)OCC)CC1 | 3.2 | -13.4% | -16.5% | 7.4% | -12.7% | 3.6 | -16.1% | 6.5% | 11.7

High-throughput results deposited in PubChem by National Center for Advancing Translational Sciences (NCATS).

Compounds were not picked by outcome. Share with any hit: about 12%.
